Bioassay records deposited in PubChem BioAssay by several laboratories.
Scp-1 inhibitor = blocks human Scp-1 phosphatase activity. hit rate 0.88% among 340,000. inhibition, % at 20 µM. Q9GZU7. Recombinant Scp1, phosphopeptide, malachite green phosphate absorbance;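 active = inhibition above about 50% at 20 µM, limit read from the data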;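 note: plate controls were DMSO wells with enzyme for no effect and wells lacking enzyme for full effect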
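System: truncated SCP-1 phosphatase (76-261aa); medium: Tris acetate buffer pH 5.5 with MgCl2 and Tween-20; incubation: 45 min room-temperature reaction, 5 min colour, 30 min stabiliser; compound: single 20 µM dose, 1% DMSO; reagent: Phosphorylated 17-residue peptide substrate; read-out: % inhibition at 20 µM; technique: colorimetric free-phosphate detection, absorbance 630 nm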
Tb MetRS inh = blocks T. brucei methionyl-tRNA synthetase activity. purified T. brucei MetRS, ATP depletion, Kinase-Glo luminescence. inhibition, % at 11.9 µM. hit rate 0.4% among 360,000;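 active = inhibition above a per-plate cutoff of the control wells' mean inhibition plus 3 SD, cut at about 5.5% in these data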;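 note: 0% = DMSO wells median and 100% = median of wells with control inhibitor compound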
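Dosing: 11.9 µM single point; system: parasite MetRS enzyme; technique: luminescence of leftover ATP; times: 15 min enzyme-compound preincubation, 2 h reaction, 10 min detection, 25 °C; replicates: each compound tested once; read-out basis: percent inhibition relative to median high and low control wells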
CSN deneddyl inh = inhibitors of human CSN-mediated cullin deneddylation | Q92905 | Purified CSN, SCF-Nedd8-OG deneddylation, fluorescence polarization | inhibition, % at 12.5 µM | hit rate 0.38% among 360,000 | AID 651999;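 active = pattern-corrected inhibition above about 35%, with an unprinted fluorescence ratio check between 0.5 and 1.5, limit read from the data, passing the limit was not always enough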;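 note: 0% = enzyme with substrate and 100% = substrate without enzyme; some results filed as inactive read as strong as hits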
Target sequence (Q92905 whole entry, looked up, one chain of several): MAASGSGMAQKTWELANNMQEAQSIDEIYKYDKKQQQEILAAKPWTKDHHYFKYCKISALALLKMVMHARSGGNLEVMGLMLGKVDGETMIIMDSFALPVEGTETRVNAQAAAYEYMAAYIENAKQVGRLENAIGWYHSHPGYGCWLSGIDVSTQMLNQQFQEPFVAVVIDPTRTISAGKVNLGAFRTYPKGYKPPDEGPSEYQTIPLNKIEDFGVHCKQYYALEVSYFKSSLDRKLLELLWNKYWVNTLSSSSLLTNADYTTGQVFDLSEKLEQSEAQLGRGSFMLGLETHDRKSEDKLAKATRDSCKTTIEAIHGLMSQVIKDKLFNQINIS
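assay system = purified human Csn5 enzyme expressed in HEK293T cells | amount = 0.24 nM enzyme | buffer or medium = Tris/NaCl/DTT buffer, pH 7.5 | reagent = 10 nM SCFSkp2-Nedd8OG | compound = one concentration, 12.5 µM, 0.25% DMSO | times = 90 min reaction at room temperature | signal = FP | read-out basis = % inhibition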
LMPTP inh = blocks human LMPTP phosphatase. P24666. recombinant LMPTP-A, OMFP fluorogenic substrate, fluorescence intensity. inhibition, % at 20 µM. hit rate 0.22% among 360,000;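 active = compounds that cut the enzyme signal by at least half of the control window in the single-dose screen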;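 note: plate controls were DMSO wells with enzyme plus substrate for no effect and substrate without enzyme for full effect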
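material = LMPTP-A | quantity = 0.625 nM enzyme | reagent = OMFP substrate, 400 µM final | buffer or medium = Bis-Tris pH 6.0, DTT, detergent | detection = endpoint fluorescence intensity from OMFP dephosphorylation | dosing = single 20 µM dose | read-out basis = % inhibition relative to no-enzyme and uninhibited control wells | control set = no-enzyme and uninhibited controls | timing = 50 min at room temperature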
NadD inh = inhibitors of Staphylococcus aureus NadD; inhibition, % at 20 µM; hit rate 0.78% among 360,000; purified NadD enzyme, colorimetric absorbance read-out; in the data active = inhibition above about 26%; note: some compounds past the cut are filed as inactive
MsrA inhibitor = inhibitors of bovine MsrA; hit rate 0.75% among 360,000; purified bovine MsrA, absorbance read-out; inhibition, % at 15.5 µM; AID 651718; in the data active = inhibition above about 4.5%;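 note: 0% = vehicle wells with enzyme and 100% = reference inhibitor wells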
DNMT1 block = DNMT1 (human) enzyme inhibition; DNMT1 molecular beacon, Hinp1I cleavage, fluorescence; AID 588458; inhibition (reported as % activation of signal), % at 10 µM; hit rate 0.83% among 360,000; in the data active = inhibition above about 50%
STEP block = inhibitors of human striatal-enriched phosphatase STEP. recombinant STEP, OMFP fluorogenic substrate, fluorescence. inhibition, % at 20 µM. hit rate 0.25% among 360,000;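 active = inhibition at 20 µM, scaled per plate between control wells, above about 37%, limit read from the data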;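 note: 0% = DMSO with enzyme and substrate and 100% = substrate only without enzyme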
Target sequence (P54829 whole entry, looked up): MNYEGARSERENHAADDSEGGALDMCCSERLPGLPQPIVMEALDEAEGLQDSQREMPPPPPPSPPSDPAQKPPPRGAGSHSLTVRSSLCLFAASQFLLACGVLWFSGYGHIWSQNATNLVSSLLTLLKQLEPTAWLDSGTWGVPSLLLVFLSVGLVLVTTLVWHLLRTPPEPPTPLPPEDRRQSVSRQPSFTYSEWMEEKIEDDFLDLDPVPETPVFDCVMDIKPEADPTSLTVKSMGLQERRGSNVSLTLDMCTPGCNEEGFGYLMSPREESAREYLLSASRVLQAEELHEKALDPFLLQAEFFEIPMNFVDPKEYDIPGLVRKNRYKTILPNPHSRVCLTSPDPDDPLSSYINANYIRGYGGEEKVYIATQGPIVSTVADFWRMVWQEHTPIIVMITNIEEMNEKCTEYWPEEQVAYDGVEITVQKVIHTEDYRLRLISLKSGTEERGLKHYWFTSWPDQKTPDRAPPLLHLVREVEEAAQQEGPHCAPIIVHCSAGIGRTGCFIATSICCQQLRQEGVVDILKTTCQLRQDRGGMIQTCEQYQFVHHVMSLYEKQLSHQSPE
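System: isolated STEP enzyme; schedule: 20 min enzyme reaction at room temperature, protected from light; medium: Bis-Tris buffer pH 6.0, 2.5 mM DTT, 0.005% Tween 20; signal: fluorescence, 480/540 nm; dosing: single compound dose of 20 µM, 1% DMSO final; also added: OMFP substrate, 25 µM final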
SUMO1 PPI mod = alters human SUMO1 binding to SIM partners; SUMO1 binding to a labelled peptide, TR-FRET, 1 h; P63165; hit rate 0.33% among 360,000; inhibition, % at 20 µM; in the data active = inhibition above about 37%
Target sequence (P63165 whole entry, looked up): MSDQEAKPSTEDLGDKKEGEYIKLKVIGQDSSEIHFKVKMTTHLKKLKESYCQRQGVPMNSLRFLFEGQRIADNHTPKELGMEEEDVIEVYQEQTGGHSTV
Rpn11 inh = inhibitors of human proteasome Rpn11. O00487. human 26S proteasome, Ub4-pepOG fluorescence polarization; 20S core pre-blocked with epoxomicin. calls only at 20 µM. hit rate 0.59% among 360,000;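 active = inhibition at 20 µM, scaled to each plate's controls, above about 33%, limit read from the data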
* marks the source's active call; other numbers are inactive results; i = inactive; / = not tested or not shown; & = joins results of further samples.

SMILES	Scp-1 inhibitor	Tb MetRS inh	CSN deneddyl inh	LMPTP inh	NadD inh	MsrA inhibitor	DNMT1 block	STEP block	SUMO1 PPI mod	Rpn11 inh
COc1ccc(N2CCN(Cc3nnc(-c4ccccc4)o3)CC2)cc1	-3	0.2	2	-1.2	2	-0.4	-3	-3	4	i
COC(=O)c1sc(-c2ccc(C(C)(C)C)cc2)cc1NC(=O)CCC(=O)O	-7	2.2	2	3.7	0	2.3	-6	3	-18	i
O=C(Nc1ccc(S(=O)(=O)NC2=NCCCCC2)cc1)c1cccc(OC(F)F)c1	/	-0.1	-5	-0.7	0	1.1	-2	0	2	i
COc1ccccc1NS(=O)(=O)c1ccc(C(=O)N2CCCC(C)C2)cc1 (centres undefined)	-2	-0.2	-1	-0.3	-1	0.7	3	0	2	i
COc1ccc(-c2cc(C(=O)N3CCCCCC3)c3ccccc3n2)c(OC)c1	48	-0.3	0	6.4	5	0.7	12	6	6	i
CC(=O)NC(Cc1cccc(F)c1)C(=O)NC1CCN(c2nnnn2-c2ccccc2)CC1 (centres undefined)	-3	-0.4	-7	-1.1	-3	-0.3	1	1	2	i
COc1ccc(NCc2cccnc2)cc1	-2	0.0	0	0.4	4	0.1	-6	3	4	i
CCOC(=O)N1CCN(C(=O)c2cc3c(ccc4ccccc43)oc2=O)CC1	0	-0.3	-8	0.3	-3	0.8	4	3	-11	i
C[C@H]1CN([C@@H](C)CO)C(=O)c2cccc(NC(=O)C3CC3)c2O[C@H]1CN(C)C(=O)Nc1ccc2c(c1)OCO2	5	0.0	-2	1.3	3	0.4	3	-3	0	i
Cc1cc(C)cc(C(=O)N(Cc2ccco2)c2c(N)n(Cc3ccccc3)c(=O)[nH]c2=O)c1	0	-0.1	-3	-0.9	3	1.1	2	2	8	i
CCN1C(=O)CCCc2ccccc21	-3	-0.3	-19	-1.6	-5	1.0	4	-3	1	i
CC(C)(C)CC(=O)O/N=C(\N)c1ccncc1	-1	-0.1	-6	-0.2	-2	2.1	0	1	1	i
COc1cc2ccccc2cc1C(=O)NC1CCCCC1	6	0.1	3	0.8	-6	-0.2	0	1	-4	i
CCSc1nnc(-c2ccc(Cl)cc2Cl)o1	-4	-1.5	-1	1.0	-5	-1.9	5	-2	1	i
Cc1c(Br)c([N+](=O)[O-])nn1CC(=O)Nc1sc2c(c1C(=O)OC(C)C)CCCC2	-2	0.4	-3	-0.7	14	-0.5	0	4	-2	i

The list goes on, overlapping the part above by 3 compounds.
SMILES	Scp-1 inhibitor	Tb MetRS inh	CSN deneddyl inh	LMPTP inh	NadD inh	MsrA inhibitor	DNMT1 block	STEP block	SUMO1 PPI mod	Rpn11 inh
COc1cc2ccccc2cc1C(=O)NC1CCCCC1	6	0.1	3	0.8	-6	-0.2	0	1	-4	i
CCSc1nnc(-c2ccc(Cl)cc2Cl)o1	-4	-1.5	-1	1.0	-5	-1.9	5	-2	1	i
Cc1c(Br)c([N+](=O)[O-])nn1CC(=O)Nc1sc2c(c1C(=O)OC(C)C)CCCC2	-2	0.4	-3	-0.7	14	-0.5	0	4	-2	i
Cn1cnc([N+](=O)[O-])c1NC(C)(C)C	-2	-1.3	-5	-1.9	-4	4.0	2	-4	-8	i
COc1cccc(N/C=C/C(=O)c2ccc(Cl)cc2)c1	-5	-0.2	3	0.6	-2	0.8	-3	2	-16	i
COc1ccc(C)cc1NC(=O)CN(C)S(=O)(=O)c1ccc2c(c1)CC(C)N2C(C)=O (centres undefined)	-7	0.0	-2	-0.6	-1	-1.4	-1	1	0	i
N#Cc1ccccc1N1CCN(C(=O)c2ccc(NC(=O)c3ccc(Br)o3)cc2)CC1	60*	-0.2	5	12	11	/	1	1	11	i
Cc1cccc(C(C)C)c1NC(=O)COC(=O)c1cccc(S(=O)(=O)N2CCc3ccccc3C2)c1	11	0.2	1	-0.6	15	-1.5	38	0	1	i
S=c1[nH]nc(CSCc2ccc(Cl)cc2Cl)n1-c1ccccc1	25	6.2*	2	1.0	6	0.4	3	3	-1	i
O=C(c1cc2cc(Br)ccc2s1)N1CCOCC1	-5	-0.3	-10	-1.2	-7	0.1	4	-4	2	i
CCn1nc(C)c(NC(=O)Nc2cccc(Cl)c2Cl)c1C	4	-1.6	2	0.5	-1	-0.2	2	0	0	i
Cc1ccc(NC(=O)COC(=O)c2cc(Cl)ccc2[N+](=O)[O-])c(C)c1	-12	-0.9	-2	-0.6	-6	0.5	0	-1	-18	i
CCN(CC)S(=O)(=O)c1cc(C(=O)OCC(=O)Nc2cccc(Br)c2)ccc1F	-18	2.7	-6	4.2	-4	2.6	-1	-1	3	i
O=C(CC1NCCNC1=O)Nc1ccc(Cl)c(Cl)c1 (centres undefined)	-7	0.0	-6	-5.0	-1	0.0	-1	-3	0	i
CCC(C)(NC(=O)c1ccc2c(c1)OCO2)C(=O)NC1CCCCC1 (centres undefined)	1	-0.4	2	-2.0	0	-1.3	3	12	0	i
O=C(NCCCCCCNC(=O)C1CCCC1)C1CCCC1	-2	0.7	-2	1.5	0	1.1	0	0	-7	i
CCOc1ccc(-c2nnc3ccc(SCC(=O)NCc4ccco4)nn23)cc1	10	-0.8	5	0.2	8	-0.6	4	0	-11	i
COCCCNC(=O)C[C@@H]1C[C@@]2(C(=O)OC)CCCCC=C2N(CCc2ccc(OC)c(OC)c2)C1=O	/	-0.3	-3	-0.9	/	0.2	/	/	-3	/
O=C(O)c1ccc(OCCOc2ccccc2)cc1	-8	0.1	-1	-0.2	-5	-0.1	-2	2	-1	i
COc1ccccc1N(CC(=O)Nc1ccc(C(F)(F)F)cc1)S(C)(=O)=O	-7	-0.3	-4	-0.5	-7	0.0	8	-2	2	i
CC(=O)c1cn(N2CCCCC2)c(=O)[nH]c1=O	-6	-0.9	-3	-2.6	-3	-0.9	1	-2	1	i
COCc1c(C(=O)OCC(=O)N(C)C2CCS(=O)(=O)C2)oc2ccccc12 (centres undefined)	0	-0.2	2	-0.6	1	2.0	2	-1	-1	i
NC(=O)c1[nH]cnc1N	-1&-2	-0.3&-0.3	4&3	-1.7&-1.4	5&-3	-0.6&1.9	3&1	-1&-2	4&2	i
COc1cc(C(=O)N2CCC3(CC2)NCCc2[nH]cnc23)cc(OC)c1OC	-8	0.0	-6	-1.3	-1	0.5	-2	1	-2	i
Cc1ccc(C2(CC(=O)N3CCCC3)CCOC(C(C)C)C2)cc1 (centres undefined)	-22	0.0	0	0.3	-3	-0.1	-3	2	0	i
C#CC[N+]1(CC#Cc2ccccc2)CCCCC1	-4	-0.6	10	1.1	3	-0.3	-3	0	1	i
CSc1n[nH]c2nc3c(c(=O)n12)C1(CCCC1)Cc1ccccc1-3	-5	0.4	-5	1.3	6	-0.8	1	1	0	i
Cc1c(C(=O)N/N=C/c2ccccc2)[nH]c2c([N+](=O)[O-])cccc12	-11	-0.6	-2	2.8	0	-1.0	6	1	10	i
CC/C(=N\NC(=S)NC(C)C)c1ccc(OC)c(OC)c1	-2	-1.1	-1	0.3	0	1.3	2	4	-1	i
O=[N+]([O-])c1cc(S(=O)(=O)Oc2ccccc2)ccc1Cl	0	0.0	2	0.2	-4	1.0	34	2	-35	i
O=C(NC(=S)Nc1ccc(CN2CCOCC2)cc1)c1ccc([N+](=O)[O-])cc1Cl	-10	0.4	-1	0.5	-3	0.1	-3	3	-22	i
O=C(Cc1ccc(F)cc1)N[C@@H]1c2ccccc2CC[C@@H]1O	4	-0.5	-3	1.0	-6	-1.2	1	-1	-1	i
O=C(Nc1cc(-c2nc3ncccc3o2)ccc1Cl)c1cccs1	-2	-0.2	-2	-0.1	1	0.2	-1	1	-4	i
Cc1nn(C)c(C)c1C(=O)NN	3	-0.7	-4	-1.7	1	0.3	3	0	0	i
Fc1ccc(C(c2nnnn2C2CCCC2)N2CCN(Cc3ccncc3)CC2)cc1 (centres undefined)	-2	0.8	-2	-5.2	-2	-0.8	-2	-2	2	i
CC(=O)N1CCc2c(sc(NC(=O)c3ccc([N+](=O)[O-])o3)c2C#N)C1	43	-1.4	5	2.7	5	4.5	6	11	4	i
Cc1ccc2[nH]c(=O)c3cc(C(=O)NCCC(C)C)sc3c2c1	-10	-1.0	-3	2.0	0	-0.4	-3	4	-2	i
O=C(c1ccc(C(F)(F)F)cc1)c1c[nH]c(C(=O)NCCCn2ccnc2)c1	-7	0.2	3	-5.8	3	-0.4	-1	0	0	i
O=C(N/N=C/C=C/c1ccccc1)c1ccccn1	2	-0.6	-2	2.0	2	3.5	-1	0	-20	i
O=C(O)c1cc2c(cc1NC(=O)c1ccccc1C(F)(F)F)OCCCO2	8	-1.2	-1	-0.9	5	-1.1	2	1	-4	i
CCOc1ccc(S(=O)(=O)N2CCCC(C(=O)NCc3ccccn3)C2)cc1C (centres undefined)	-1	-1.5	2	0.5	-4	0.2	3	-2	7	i
O=C1CCCC2=C1C(c1cccc(O)c1)c1c(ccc3ncccc13)N2 (centres undefined)	-7	-0.2	-14	1.0	6	2.5	-3	-2	-3	i
COC(=O)C1=C(C)N(CCc2ccccc2)C(=O)C1	-2	0.3	-3	-1.4	-2	-0.5	4	5	-2	i
CCC1(CC)NC(=O)N(CC(=O)OCC(=O)NC(=O)c2ccc(Cl)cc2)C1=O	-2	0.5	-5	-0.6	2	-1.6	-1	1	0	i
Cc1cccc(-n2c(=O)[nH]c3c(C(N)=O)nc(C(C)C)nc32)c1	5	0.4	-1	1.5	5	1.4	0	0	5	i
O=C(Nc1ccc(N2CCOCC2)cc1)C1CCCCN1S(=O)(=O)c1ccccc1 (centres undefined)	34	0.0	-6	0.0	2	-0.3	-3	-2	5	i
Cc1ccc(NC(=O)C2CCCN(S(=O)(=O)c3ccc(-n4cnnn4)cc3)C2)cc1 (centres undefined)	-3	-0.5	11	-0.8	3	-0.4	1	0	2	i
NC(CCC(=O)NC(CS)C(=O)NCC(=O)O)C(=O)O (centres undefined)	-9	-0.8	-2	1.0	-2	3.7	-1	0	9	i
CC1CN(C(=O)/C=C/c2ccc3c(c2)OCO3)CC(C)O1 (centres undefined)	2	-0.9	-1	-0.5	-1	6.0*	2	-3	-7	i

Random draw from the library (roughly 3.9% active in at least one column).
